IL2 activator – activators of IL-2; IL-2 activation reporter assay, cell-based qHTS; stimulated with anti-CD3/CD4/CD28 beads; in transgenic mouse T cells; activation, % (series mostly up to about 46 µM); actives 0.065% (n = 360,000); in the data active = activation above about 50%; inconclusive = mostly about 30% to 49%; also: 0% is about no effect
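Unstimulated transgenic mouse T cells; 60-min compound exposure; bead-based TCR/CD4/CD28 stimulation; 18 h culture, 37 degrees C; dual fluorescence (EGFP, DsRed) plate cytometry.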
CCT chaperon mod – modulators of cytosolic chaperonin (CCT/TRiC) activity; purified chaperonin ATPase assay, HTRF ADP detection, 30 min; actives 0.3% (n = 360,000); activity change, % (concentration not given with the values), hits read low; AID 651819; in the data active = activity change below about -30%; also: % is scaled to controls: 0 for no effect and ±100 for the full control effect
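Enzyme 40 or 20 nM (batch-dependent) in Tris pH 7.4/KCl/MgCl2/DTT; cpd 76 uM single point; ATP 10 uM; 30 min 37 °C; Transcreener ADP HTRF detection, 30 min RT; ratio 665/615.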
EPAC2 agonist – activates human EPAC2 exchange factor; EPAC2 activation, biochemical qHTS; response scale: 100% = 6.5 mM cAMP response; actives 0.079% (n = 360,000); AID 720711; Potency, µM (series often up to 154 µM), inactives show at the top dose activation, actives largely listed as activators; also: potency is read from the fitted curve at half-maximal effect; nearly all actives have a fitted effect of over 50% in size
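Each well held 100 nM EPAC2, 250 nM RAP1B-BODIPY-GDP and 50 uM GDP. Fluorescence, read at 5-min intervals to 30 min, was referenced to a 6.5 mM cAMP positive control.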
EPAC1 agonist – EPAC1 (human) agonism. O95398. EPAC1 agonist qHTS, biochemical assay; response scale: 100% = response to 6.5 mM cAMP. Potency, µM (titrated, usually from 154 µM), for inactives: top-dose activation, hits mostly activators. actives 0.073% (n = 360,000). AID 720707; also: potency is read from the fitted curve at half-maximal effect; nearly all actives have a fitted effect of over 60% in size
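Fluorescent GDP-exchange assay: 100 nM EPAC1 with 250 nM Rap1B preloaded with BODIPY-GDP and 50 uM GDP; compounds tested as concentration series, 5 min at room temperature, then read every 5 min for 30 min (ex 480/em 540 nm); normalized to 6.5 mM cAMP.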
PI5P4Ka inh – PI5P4K alpha (human) kinase inhibition. max response, %. P48426. actives 1.2% (n = 330,000). AID 652105. PI5P4Kalpha enzyme, ADP-Glo luminescence, 60 min; hits give low values; active = max response of -50% or lower; inconclusive = between -30% and -50%; inactive = -30% or higher; also: value at the top dose of about 77 µM; % is scaled to controls: 0 for no effect and ±100 for the full control effect
Target sequence (P48426 whole entry, looked up): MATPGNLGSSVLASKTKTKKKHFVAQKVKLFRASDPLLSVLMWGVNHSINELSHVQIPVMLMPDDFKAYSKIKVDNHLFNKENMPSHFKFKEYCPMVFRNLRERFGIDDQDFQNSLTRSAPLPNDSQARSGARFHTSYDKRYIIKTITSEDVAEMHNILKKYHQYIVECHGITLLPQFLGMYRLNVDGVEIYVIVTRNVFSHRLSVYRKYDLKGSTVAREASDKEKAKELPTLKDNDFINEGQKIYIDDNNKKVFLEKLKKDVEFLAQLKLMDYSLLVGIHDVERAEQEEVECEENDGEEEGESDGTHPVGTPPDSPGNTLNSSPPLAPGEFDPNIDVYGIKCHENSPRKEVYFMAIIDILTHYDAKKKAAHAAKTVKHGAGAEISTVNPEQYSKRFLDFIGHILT
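PI5P4Kalpha ADP-Glo assay; 5 microM ATP final; 60 min RT reaction; HEPES pH 7.4/EGTA/CHAPS, 5% DMSO; controls lacking substrate or enzyme; luminescent end-point.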
EPAC1 antag – EPAC1 (human) antagonism; O95398; EPAC1 GEF assay, Rap1b-BODIPY-GDP exchange fluorescence; Potency, µM (titrated, usually from 115 µM), for inactives: top-dose activity change, negative = inhibition, usual class: inhibitors; actives 0.14% (n = 360,000); AID 720709;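 also: potency is read from the fitted curve at half-maximal effect; plate controls were vehicle for no effect and positive control for full effect; nearly all actives have a fitted effect of over 50% in size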
WRN inhibitor – WRN helicase (human) inhibition | WRN helicase unwinding, fluorescent forked duplex, kinetic | Potency, µM (doses to about 114 µM), inactives show at the highest dose activity change, negative = inhibition, hits mostly inhibitors | AID 651768 | actives 0.46% (n = 360,000); also: potency is read from the fitted curve at half-maximal effect; % is scaled to controls: 0 for no effect and ±100 for the full control effect; nearly all actives have a fitted effect of over 55% in size
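WRN at 20 nM final preincubated with compound 15 min at room temperature; reaction started with 100 nM fluorophore/quencher forked duplex oligonucleotide and 2 mM ATP final. Unwinding followed kinetically by red fluorescence (ex 525, em 598 nm).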
PLK1 PBD block – blocks phosphopeptide binding to human PLK1 polo-box domain. P53350. Plk1 PBD binding of FITC phosphopeptide, fluorescence polarization. Potency, µM, for the others: max response, negative = inhibition, most hits filed as inhibitors. actives 2.8% (n = 360,000). AID 720504; also: potency is read from the fitted curve at half-maximal effect; series mostly up to about 57 µM; % is scaled to controls: 0 for no effect and ±100 for the full control effect; nearly all actives have a fitted effect of over 65% in size
Target sequence (P53350 whole entry, looked up, the tested form may be a part): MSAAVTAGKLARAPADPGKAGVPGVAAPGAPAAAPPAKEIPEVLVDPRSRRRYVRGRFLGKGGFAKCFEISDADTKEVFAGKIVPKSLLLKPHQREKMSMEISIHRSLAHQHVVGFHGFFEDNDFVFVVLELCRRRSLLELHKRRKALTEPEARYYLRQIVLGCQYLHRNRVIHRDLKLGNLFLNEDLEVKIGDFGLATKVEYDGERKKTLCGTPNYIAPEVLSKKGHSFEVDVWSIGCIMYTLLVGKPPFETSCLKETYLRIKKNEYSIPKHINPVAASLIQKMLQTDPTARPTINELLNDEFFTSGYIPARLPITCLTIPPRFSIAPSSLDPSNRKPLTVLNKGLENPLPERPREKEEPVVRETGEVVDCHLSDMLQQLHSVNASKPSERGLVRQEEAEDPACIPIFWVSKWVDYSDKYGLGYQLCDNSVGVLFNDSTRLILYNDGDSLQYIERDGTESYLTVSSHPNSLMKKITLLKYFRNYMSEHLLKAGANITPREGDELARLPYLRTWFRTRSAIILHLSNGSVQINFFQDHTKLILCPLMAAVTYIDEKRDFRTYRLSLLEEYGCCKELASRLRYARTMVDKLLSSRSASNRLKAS
Starred values were filed as active, the others as inactive; ? = inconclusive; . = not tested or not shown; [ ] = remark or other dose. Unless noted, calls follow the shape of the dose curve; as a rule, active = well fitted curve in the direction sought with a large enough effect; inconclusive = small, poorly fitted or top-dose-only effect, or another doubt; inactive = no such curve, though single readings can be large; an effect the other way counts as inactive or inconclusive. An excerpt (hit frequency here may not be typical).

SMILES,CCT chaperon mod,WRN inhibitor,EPAC1 agonist,EPAC2 agonist,IL2 activator,EPAC1 antag,PLK1 PBD block,PI5P4Ka inh
CCn1c(SCC(=O)N2CCN(c3ccccc3)CC2)nnc1-c1cc2cc(Cl)ccc2o1,-2.0,-1%,7%,1%,0.5,7%,-14%,.
CCC(=O)c1ccc(OCC(=O)Nc2nn3cnnc3s2)cc1,-2.4,-14%,5%,-1%,-3.1,6%,-11%,-20
CN(C)/C=C/C(=O)c1nn(-c2ccc(F)cc2)ccc1=O,1.9,-9%,18%,11%,0.0,-1%,0%,2
CCCCNC(=O)C1CC(c2c(Cl)cccc2Cl)=NO1 (centres undefined),1.9,9%,5%,1%,0.1,13%,1%,-6
COCCNC(=O)C1(C)CCN(C(=O)c2cccc(C)c2C)C1 (centres undefined),-0.1,6%,1%,2%,0.5,9%,-4%,2
O=C(CN(C(=O)CCC(=O)Nc1ccccn1)c1cccc(F)c1)NCc1ccco1,0.6,2%,5%,1%,0.0,3%,2%,-1
O=C(/C=C/c1ccco1)NCc1ccco1,-0.4,-14%,-13%,3%,-1.3,11%,-5%,-8
O=C(NC1CCCCC1)C1CCN(c2nccs2)CC1,-1.0,11%,1%,2%,-1.0,8%,?,-6
S=C(c1ccc(-c2cc(Cl)ccc2Cl)o1)N1CCCCC1,-1.8,-5%,-4%,-7%,0.2,-24%,-1%,-4
COc1ccc(-c2[nH]ncc2CNCCCSC)cc1F,0.9,-12%,-3%,1%,-0.4,6%,-2%,6
Cc1nn(Cc2c(Cl)cccc2Cl)c(C)c1N,-1.5,4%,15%,-1%,-1.1,-9%,-8%,2
CC(OC(=O)c1cccc(S(=O)(=O)N2CCCC2)c1)C(=O)c1ccccc1 (centres undefined),-1.9,-25%,9%,5%,-6.1,1%,1%,-5
CCOCCCNC(=O)C1(O)c2ccccc2NC(=O)N1c1ccc(Cl)cc1 (centres undefined),-2.1,3%,2%,8%,-3.1,3%,-5%,1
O=C(CSc1ccc2c(c1)OCCO2)Nc1ccc(Br)cn1,-0.8,-10%,6%,9%,0.3,-2%,?,1
Cc1nn(CC(=O)Nc2ccccn2)c(=O)c2ccccc12,-0.1,15%,-2%,9%,3.0,-2%,-19%,3
CC1Nc2ncnc(N3CCN(c4ccccc4)CC3)c2N(Cc2ccc(Br)cc2)C1=O (centres undefined),0.5,-9%,0%,1%,-1.6,-14%,-2%,0
Cc1ccc(CSc2nc3sc(C)c(C)c3c(=O)n2Cc2ccco2)cc1,-31*,-1%,15%,2%,-0.8,0%,-2%,0
COc1ccccc1NS(=O)(=O)c1ccc(Cl)c(NC(=O)c2sc3cc(Cl)ccc3c2Cl)c1,-1.3,5%,-2%,2%,0.0,-12%,-3%,-2
COc1cc(C(=O)N2CCCCC2c2cc(C(=O)N3CCOCC3)no2)cc(OC)c1C (centres undefined),-0.4,1%,1%,8%,1.5,-6%,-5%,-5
COc1cc2c(cc1OC)C(c1ccc([N+](=O)[O-])cc1)N(C(C)=O)CC2 (centres undefined),-0.5,5%,1%,1%,-1.9,-6%,-11%,-1
O=C(NN1C(=O)c2ccccc2C1=O)C1C2CCCCC21 (centres undefined),2.0,-5%,8%,-7%,0.9,8%,-8%,0
CCOC(=O)N1CCN(CC(O)COc2ccc(OC)cc2C(C)(C)C)CC1 (centres undefined),0.8,7%,-15%,0%,-0.1,-24%,-2%,6
CC1C(=O)N(Cc2cn(CC3CCCCC3)nn2)CCS(=O)(=O)N1Cc1ccc(-c2ccncc2)cc1 (centres undefined),-0.8,2%,-5%,14%,-2.6,-3%,-8%,-5
O=C(Nc1cccc(C(=O)O)c1)/C(=C\c1ccco1)NC(=O)c1ccccc1,-3.7,-17%,3%,15%,-0.2,-5%,-23%,?
Cc1cccc(C(=O)N(c2ccccn2)C(C)c2ccco2)c1 (centres undefined),-2.3,-5%,8%,10%,0.7,1%,-23%,0
NC(=O)C1CCN(C(=O)CN(c2cccc(C(F)(F)F)c2)S(=O)(=O)c2ccccc2)CC1,-2.2,4%,-2%,7%,0.1,2%,-7%,2
COc1ccc(N2CCN(C(=O)c3sc4ncn(CC(=O)N5CCCCC5)c(=O)c4c3C)CC2)cc1,-1.1,0%[57.1 µM],2%,0%,-2.2,4%,-10%,-2
CC(=O)c1cccc(NC(=O)NCCc2ccc(Cl)cc2)c1,-0.3,-8%,-7%,-6%,-0.8,-17%,-7%,5
CC(C)c1ccc(C(=O)Nc2nnc(S(=O)(=O)N3CCCCC3)s2)cc1,-0.9,6%,8%,-4%,-1.6,-6%,-12%,2
CC(=O)Nc1cc(C)c(S(C)(=O)=O)c(C)c1,0.2,-2%,6%,-10%,0.5,8%,-7%,3

Records above that bear a hit mark in CCT chaperon mod:
Structure	CCT chaperon mod	WRN inhibitor	EPAC2 agonist	IL2 activator	EPAC1 antag	PLK1 PBD block	PI5P4Ka inh
Cc1ccc(CSc2nc3sc(C)c(C)c3c(=O)n2Cc2ccco2)cc1	-31*	-1%	2%	-0.8	0%	-2%	0

(continued)
SMILES,CCT chaperon mod,WRN inhibitor,EPAC1 agonist,EPAC2 agonist,IL2 activator,EPAC1 antag,PLK1 PBD block,PI5P4Ka inh
Cc1ccc(-c2cc(C(=O)NC3CCCC3)no2)cc1,-0.9,-6%,10%,15%,-0.2,17%,-7%,4
Cc1ccc(S(=O)(=O)NC2CCCCC2)c2nsnc12,-0.5,2%,-9%,-3%,-0.3,6%,1%,0
CCOc1ccc(CNC(=O)Cn2ccc3cc(S(=O)(=O)N4CCCCCC4)ccc32)cc1,0.5,1%,-7%,-8%,-0.4,-5%,3%,3
CN(Cc1ccccn1)Cc1nc(-c2ccc(Cl)cc2)no1,1.4,-3%,-2%,11%,-2.9,-8%,-1%,9
Cc1ccc(S(=O)(=O)CCC(=O)OCC(=O)c2ccc(C)c(C)c2)cc1,-3.3,13%,-3%,16%,1.3,8%,-3%,2
CCc1ccc(OCCCOc2ccc(C=O)cc2)cc1,1.0,-2%,11%,12%,-2.4,0%,-3%,.
CN(C)c1ccc(/C=C/C(=O)c2ccc(O)cc2)cc1[N+](=O)[O-],0.3,-25%,-19%,-2%,-3.7,-20%,-1%,-17
COc1ccc(/C=C/C(=O)c2cc3cccc(OC)c3oc2=O)cc1,-1.1,-11%,8%,17%,0.1,?,-18%,-18
O=C1CN(C(=O)/C=C/c2ccc(Cl)cc2)c2ccccc2N1,1.0,-10%,4%,1%,0.3,-5%,-10%,-4
Cn1nc(C(=O)OCC(=O)Nc2sccc2C(N)=O)c2ccccc2c1=O,-0.3,-8%,0%,3%,-0.2,-13%,1%,1
CC12C=CC(=O)C=C1CCC1C2C(=O)C[C@@]2(C)C1CCC2(O)C(=O)CO (some centres undefined),-2.5,-3%,9%,9%,-0.6,11%,-1%,7
Cc1cccc(NC(=O)COC(=O)Cc2cccc(C(F)(F)F)c2)c1C,-1.4,-3%,-5%,0%,-0.1,2%,-7%,2
Cc1[nH]n(C(C)(C)C)c(=O)c1Sc1ccccc1,-0.5,15%,3%,7%,-1.1,15%,?,.
O=C(NCc1ccco1)c1ccc2c(=O)n(-c3ccccc3)c(=S)[nH]c2c1,0.2,18%,0%,-7%,-2.6,12%,-9%,-4
O=S(=O)(NCc1cn2ccsc2n1)c1cccs1,0.0,8%,-13%,?,1.8,-2%,-5%,-3
COc1ccc(C(=O)CSc2nccn2C)c(OC)c1,0.1,6%,0%,10%,1.9,20%,-6%,0
COc1ccc(NC(=O)c2cnn(-c3ccccc3)c2C)c(OC)c1,-0.9,8%,2%,3%,-1.7,-7%,-10%,-5
O=C(Cn1ncc2c3ccccc3n(Cc3ccccc3F)c2c1=O)NCCN1CCOCC1,-1.4,1%,8%,7%,0.1,-22%,-5%,6
Cc1cccc(C)c1NS(=O)(=O)c1ccc(OCCNS(C)(=O)=O)cc1,-2.0,4%,7%,12%,0.1,0%,-12%,1
CCN(CC)CCN(CC(=O)Nc1c(C)cc(C)cc1C)C(=O)c1ccccc1,-0.5,0%,15%,18%,1.0,-21%,-7%,7
COc1ccc(NS(=O)(=O)c2ccc3oc(Nc4ccc5c(c4)OCCO5)nc3c2)cc1,-2.2,-18%,15%,-4%,0.5,-4%,?,-10
CCC(C(=O)Nc1cccnc1)n1c(=O)[nH]c2ccccc2c1=O (centres undefined),-2.4,0%,10%,5%,-0.4,-11%,-2%,1
Cc1ccc(/C=C/S(=O)(=O)NCC(=O)OCC(=O)Nc2ccc(C(=O)N(C)C)cc2)cc1,0.5,-4%,-2%,-9%,0.9,3%,-1%,3
CC(=O)Nc1ccc(Nc2nnc(-c3ccc(C)c(S(N)(=O)=O)c3)c3ccccc23)cc1,-0.7,-13%,3%,8%,-6.3,?,-17%,-8
CC(C)N(C)c1ncnc2c1ncn2[C@H]1CN(Cc2ccco2)C[C@@H](CO)O1,-0.3,-4%,8%,8%,-0.2,1%,-1%,0
N#CCC(=O)Nc1ccc(C(=O)Nc2cccnc2)cc1,1.0,1%,19%,7%,0.0,-18%,-13%,4
O=C(Nc1ccc(S(=O)(=O)Nc2nccs2)cc1)c1ccccc1OC(F)F,0.5,2%,12%,7%,0.9,12%,-6%,-1
Cc1nc2ccccc2c(=O)n1NC(=O)Nc1ccccc1,0.9,-13%,10%,14%,0.7,-1%,-1%,.
Cc1c(C(=O)Nc2ccc(F)cc2)c2ccccn2c1CCc1ccncc1,-2.4,6%,0%,5%,-3.6,21%,-8%,-1
Clc1ccc(OCc2noc(-c3ccsc3)n2)c(Cl)c1,2.6,1%,-2%,8%,-0.1,-10%,-6%,-7
CC(C)(C)N(Cc1ccccc1)C(=O)COc1cccnc1[N+](=O)[O-],0.3,-1%[57.1 µM],-8%,2%,-0.4,-12%,-1%,-1
COc1cccc(C(=O)NCCS(=O)(=O)NCCc2ccc(OC)c(OC)c2)c1,-2.8,-21%,-12%,-1%,0.3,?,-3%,2
CCOc1ccc(NC(=O)CC2SC(=O)N(c3ccccc3)C2=O)cc1 (centres undefined),0.2,?,-14%,-2%,-5.4,?,9.5µM*,-3
